Assay outcomes as filed in PubChem.
DAX1 inh-1: inhibitors of human orphan nuclear receptor DAX1 (NR0B1); inhibition, % at 6.75 µM; actives 0.99% (n = 340,000); P51843; AID 504766; HEK293 Gal4-DAX1 luciferase reporter, luminescence;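 active = inhibition above the mean over all tested compounds plus 3 SD, cut at about 4.2% in these data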;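 also: 0% = DAX1-transfected cells with DMSO and 100% = empty-vector control cells with DMSO; inhibition shows as a rise in luminescence from relieved DAX1 repression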
Target sequence (P51843 207-470 limits assumed): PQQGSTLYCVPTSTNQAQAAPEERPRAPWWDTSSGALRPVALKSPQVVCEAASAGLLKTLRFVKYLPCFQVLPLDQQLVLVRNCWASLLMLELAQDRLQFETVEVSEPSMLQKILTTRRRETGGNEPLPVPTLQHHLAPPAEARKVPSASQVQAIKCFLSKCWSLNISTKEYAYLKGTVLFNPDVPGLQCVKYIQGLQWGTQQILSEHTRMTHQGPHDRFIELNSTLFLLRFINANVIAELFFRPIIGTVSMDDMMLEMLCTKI
PLC-gamma1 inh: inhibitors of human phospholipase C gamma1; P19174; purified PLC-gamma1, fluorogenic substrate, fluorescence; inhibition, % at 12.2 µM; actives 0.84% (n = 370,000); AID 720700; in the data active = inhibition above about 9.5%
MBD2 inh: blocks human MBD2 binding to methylated DNA | inhibition, % at 4.4 µM | AID 686964 | TR-FRET, MBD2 binding to methylated oligonucleotide | Q9UBB5 | actives 0.31% (n = 370,000); in the data active = inhibition above about 13%
hgDAF12 agonist: activates the H. glycines DAF-12 receptor ligand-binding domain; HEK293 GAL4-hgDAF12 UAS-luciferase reporter, agonist luminescence; normalized to butyrate control; activation, % at 6.8 µM; actives 1.8% (n = 370,000); AID 687014;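 active = activation above a cutoff set at the mean of all screened compounds plus 3 SD, cut at about 10% in these data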;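 also: 0% = DMSO wells and 100% = sodium butyrate wells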
ADAM17 inh: inhibitors of human ADAM17. AID 720648. inhibition, % at 6.95 µM. recombinant ADAM17, EDANS/DABCYL FRET peptide cleavage. P78536. actives 0.83% (n = 370,000);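 active = inhibition above the mean of compounds lying between control limits plus 3 SD, set per campaign, cut at about 8.5% in these data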;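 also: 0% = DMSO-only wells as the low control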
PLCb3 inh: PLC-beta3 (human) inhibition, primary screen | inhibition, % at 12.2 µM | actives 0.18% (n = 370,000) | Purified PLC-beta3, fluorogenic substrate, fluorescence; in the data active = inhibition above about 11%;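 also: 0% = median of compound wells on plate and 100% = full blocker control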
SMARCA2 act: increases SMARCA2 function in MMTV reporter cells; MG213 cells, MMTV-luciferase reporter, dexamethasone, overnight; activation, % at 9.1 µM; actives 1% (n = 370,000); AID 652017; in the data active = activation above about 7.8%;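 also: 0% = vehicle wells and 100% = reference activator wells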
DAX1 inh-2: blocks DAX1 repression of SF-1 activated StAR promoter. HEK293T StAR-luciferase reporter, SF-1/DAX-1 repression relief. inhibition, % at 6.8 µM. actives 1.1% (n = 370,000). AID 652010;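 active = inhibition above the mean over all tested compounds plus 3 SD, cut at about 3.6% in these data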;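 also: 0% = DAX-1 cells with DMSO and 100% = cells lacking DAX-1 with DMSO; higher inhibition means more luminescence from relief of DAX-1 repression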
Rev-erbA mod: modulators of human Rev-erb alpha DNA binding; P20393; Rev-erbα–FITC-DNA binding, fluorescence polarization, 90 min; activity, % at 10 µM; actives 0.79% (n = 370,000);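 active = activity above about 14%, limit read from the data; passing the limit was not always enough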;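 also: 0% = DMSO wells with 35 nM protein and 100% = DMSO wells with 750 nM protein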
Target sequence (P20393 whole entry, looked up): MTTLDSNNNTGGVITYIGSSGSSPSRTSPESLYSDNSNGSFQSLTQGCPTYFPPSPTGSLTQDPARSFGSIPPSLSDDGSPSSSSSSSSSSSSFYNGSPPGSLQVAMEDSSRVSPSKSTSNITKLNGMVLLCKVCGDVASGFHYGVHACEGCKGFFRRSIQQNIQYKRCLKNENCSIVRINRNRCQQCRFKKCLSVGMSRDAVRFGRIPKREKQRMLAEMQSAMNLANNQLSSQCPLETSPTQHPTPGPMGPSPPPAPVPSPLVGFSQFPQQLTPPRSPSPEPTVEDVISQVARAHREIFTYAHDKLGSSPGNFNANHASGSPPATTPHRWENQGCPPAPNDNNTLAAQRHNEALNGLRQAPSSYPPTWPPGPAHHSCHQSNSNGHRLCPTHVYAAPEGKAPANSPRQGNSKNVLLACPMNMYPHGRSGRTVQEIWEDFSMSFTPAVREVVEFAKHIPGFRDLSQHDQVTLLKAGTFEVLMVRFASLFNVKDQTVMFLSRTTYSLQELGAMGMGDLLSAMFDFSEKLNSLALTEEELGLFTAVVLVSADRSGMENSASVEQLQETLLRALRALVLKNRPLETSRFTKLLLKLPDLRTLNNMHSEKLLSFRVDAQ
hcDAF-12 act: activators of H. contortus DAF-12 nuclear receptor; activation, % at 6.8 µM; actives 1.4% (n = 370,000); HEK293 hcDAF-12 lit1-tk-luc reporter, luminescence; 0% DMSO, 100% Δ7-dafachronic acid;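 active = activation above the mean of all tested compounds plus 3 SD, cut at about 5.5% in these data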;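 also: 100% = response to 3 µM Δ7-dafachronic acid high control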
ssDAF12 agonist: activates DAF-12 receptor from parasite S. stercoralis; HEK293 ssDAF-12/GRIP1 lit1-tk-luc reporter, luminescence; % of 3 µM dafachronic acid response; activation, % at 6.8 µM; actives 1% (n = 370,000);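 active = activation above the mean over all tested compounds plus 3 SD, cut at about 0.9% in these data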;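 also: 0% = DMSO-only wells and 100% = 3 µM delta7-dafachronic acid wells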
Starred values were filed as active, the others as inactive; / = not tested or not shown; & = joins results of further samples. Not a hit list. About 7.4% of those tested had a hit in this group.

SMILES | DAX1 inh-1 | PLC-gamma1 inh | MBD2 inh | hgDAF12 agonist | ADAM17 inh | PLCb3 inh | SMARCA2 act | DAX1 inh-2 | Rev-erbA mod | hcDAF-12 act | ssDAF12 agonist
COc1c(OC(C)=O)ccc(/C=C/c2ccc3cccc(OC)c3n2)c1[N+](=O)[O-] | -0.4 | 4 | -6 | 4.2 | 6 | 3 | 5 | 0.6 | -4 | 1.8 | -1.1
COc1cc(C2C(C(=O)N3CCOCC3)=C(C)NC3=C2C(=O)CCC3)ccc1OC(C)=O (centres undefined) | -0.8 | -219 | -4 | -0.5 | -108 | -236 | -1 | 0.0 | 1 | 0.5 | -1.4
Cn1c(=NC(=O)CN2C(=O)C3CC=CCC3C2=O)sc2ccccc21 (centres undefined) | -1.5&-0.2 | -7&-12 | 2&1 | -0.4&-3.0 | -4&1 | -7&-14 | 5&-1 | 0.5&0.2 | -2&3 | 2.2&0.1 | 0.1&-0.7
Cc1sc2ncnc(N3CCC(C(=O)N4CC(C)SC4=Nc4ccc(Cl)cc4)CC3)c2c1C (centres undefined) | 2.4 | -1 | 2 | 3.5 | 0 | -5 | 3 | 1.1 | 4 | -0.8 | -1.2
CCOc1ccc(C(C)=O)cc1CN1C(=O)C(=O)N(CC)C1=O | -2.7 | 0 | -4 | -7.8 | 0 | -4 | -3 | -3.0 | 1 | -2.7 | -3.0
O=C(CSc1nc(-c2ccccc2)cs1)NCCN1C(=O)CSC1=O | -0.8 | -13 | 0 | 2.0 | -1 | -4 | 3 | 0.8 | -1 | 0.5 | -1.0
COC(=O)C(C)Sc1nnc(Cc2cc(=O)[nH]c(=O)[nH]2)n1-c1cc(C)ccc1C (centres undefined) | 1.5 | -1 | 2 | -1.9 | 0 | 0 | 1 | 0.2 | -5 | 4.2 | 0.0
COc1ccc(C(=O)Nc2nc3ccccc3[nH]2)cc1OC | -0.1 | -1 | -1 | 7.3 | -2 | 2 | 11* | 2.0 | -2 | 1.7 | -0.6
O=C(NC(=S)Nn1cnnc1)c1ccccc1Br | -0.8 | -1 | -8 | 3.4 | -1 | -5 | 3 | 0.3 | -6 | -0.4 | -1.8
COc1cccc(CNC(=O)[C@H](C)NC(=O)N2CC(=O)Nc3ccccc32)c1 | -1.0 | -1 | 1 | -3.1 | 1 | 9 | -4 | 1.5 | -1 | 0.0 | -0.9
Cc1cc(C)c(C(N)=O)c(SCC(=O)c2cc(C)c(C)cc2C)n1 | -1.1 | -5 | 2 | 0.0 | -2 | -6 | -3 | -0.3 | -7 | -2.7 | -2.0
COc1ccc(CN2CCN(C(=O)c3cccs3)CC2)cc1 | -0.9 | 3 | 1 | 0.9 | 0 | -1 | -1 | -1.0 | 1 | -1.7 | -1.3
CN(Cc1ccccc1F)C(=O)COc1ccc(C(=O)c2ccccc2)cc1 | 0.8 | 0 | -6 | -2.1 | 1 | -5 | -2 | -0.2 | 2 | -1.8 | -1.4
O=C(Nc1cccc(Cl)c1)OCc1cn(-c2ccccc2)nn1 | 0.3 | 1 | 0 | -1.5 | 1 | -4 | -2 | -0.2 | -5 | -1.4 | -1.8
O=C(CN1CCN(C(=O)CNC(=O)c2ccc3c(c2)OCO3)CC1)Nc1ccc(F)cc1 | 0.5 | -3 | 2 | -2.8 | -1 | -7 | 1 | 0.0 | -1 | -0.6 | -1.0
O=C(Nc1ccc2c(c1)OCCO2)c1cccnc1Oc1ccc(Cl)cc1 | -0.5 | -3 | -2 | -2.3 | -1 | -15 | -4 | -0.4 | 2 | -2.5 | -1.4
O=C(OCCCOC(=O)c1cc[n+]([O-])cc1)c1cc[n+]([O-])cc1 | 1.1 | 3 | 7 | 2.8 | -2 | -4 | -2 | 1.2 | -2 | 3.5 | 0.0
Cc1cc2nc(C)n(CCCNC(=O)Nc3ccccc3)c2cc1C | -1.6 | 1 | 2 | -2.6 | -5 | 1 | 0 | -1.0 | -7 | -2.5 | -1.0
N#Cc1ccc(S(=O)(=O)N2CCN(CC(=O)NCC3(N4CCOCC4)CCCCC3)CC2)cc1 | -0.1 | 1 | 5 | -0.7 | -1 | -9 | 0 | 0.5 | 4 | 0.7 | -1.2
Cc1c(N2C(=O)C(=O)/C(=C(/O)c3ccc(Br)cc3)C2c2cccnc2)c(=O)n(-c2ccccc2)n1C (centres undefined) | 0.3 | -2 | 0 | 0.3 | 2 | 1 | -1 | 0.3 | 4 | 0.2 | -1.4
COc1ccc(N2CC(C(=O)NCCc3ccc(Cl)cc3)CC2=O)c(OC)c1 (centres undefined) | -1.3 | -2 | 4 | -0.5 | -6 | -11 | -2 | 0.0 | 1 | -2.2 | -1.3
N/C(=N\OC(=O)Cc1ccc(-c2ccccc2)cc1)c1cccc([N+](=O)[O-])c1 | -0.8 | -1 | -1 | 0.4 | -4 | -4 | 2 | -0.3 | 3 | 0.0 | -1.0
CCC(C)NC(=O)Cn1c(COc2ccc(Cl)cc2Cl)nc2ccccc21 (centres undefined) | 0.0 | 0 | 5 | 16* | -1 | 5 | 1 | 3.2 | -2 | 3.1 | -0.4
Cc1cc(C)c2cc(CN(Cc3ccco3)C(=O)NCc3ccccc3)c(=O)[nH]c2c1 | -1.1 | -23 | 1 | -0.1 | -40 | -32 | 2 | 0.2 | 3 | -3.6 | -1.3
Cc1nc(C)c(C(=O)OCC(=O)N2CCN(c3ccccc3)CC2)s1 | 1.1 | 7 | -3 | -3.5 | -1 | 2 | -4 | -0.5 | -2 | -0.2 | -1.7
O=C(O)COc1ccc(NC(=O)c2ccc3c(c2)C(=O)N(Cc2ccccc2)C3=O)cc1 | -0.8 | 2 | -1 | -1.4 | -2 | -4 | -1 | 0.2 | -3 | -0.8 | -0.3
CCC1=NN2C(=N)/C(=C/c3cc(C)n(Cc4ccccc4)c3C)C(=O)N=C2S1 | 0.3 | -37 | 2 | -0.5 | -1 | -55 | 0 | 0.1 | 6 | -0.3 | -1.6
CCOC(=O)N1CCN(C(=O)c2ccccc2NC(=O)COc2ccccc2)CC1 | -0.6 | 3 | -4 | 1.8 | 0 | -2 | 1 | -1.4 | -1 | -1.3 | -1.6
S=c1nc[nH]c2c1ncn2C1CCCO1 (centres undefined) | -2.0 | -1 | 1 | -1.0 | -5 | -3 | -2 | -0.7 | 1 | -2.1 | -0.9
COc1cccc(OC)c1C(=O)Nc1ccc(Br)c(C(=O)c2ccccc2)c1 | -1.1 | -1 | 8 | -2.0 | 1 | -7 | -5 | -4.4 | -4 | -2.5 | -1.3
CCNC(=O)Nc1ccc2c(c1)C(=O)N(C)[C@H]1CC[C@@H](CC(=O)OC)O[C@H]1CO2 | / | 0 | -3 | -1.1 | -2 | 2 | -5 | -0.5 | -5 | 1.3 | -1.4
COc1ccc(-n2ncc(C(C)NS(=O)(=O)c3cc(F)ccc3C)c2C)cc1 (centres undefined) | 1.1 | -3 | 2 | 2.3 | 0 | -4 | 0 | -0.2 | -3 | -1.3 | -0.8
Cc1cc(NC2CCCCC2)nc(N2CCOCC2)n1 | 0.3 | 0 | 1 | 0.5 | -2 | -1 | 1 | 0.0 | -1 | -1.0 | -1.0
COc1cc(OC)c(NS(=O)(=O)c2cc(C(=O)OC(C)C(=O)NC3CC3)c(Cl)cc2Cl)cc1Cl (centres undefined) | 0.1 | -2 | 2 | 1.1 | -1 | -1 | -2 | -0.7 | -2 | -3.4 | -1.1
Cn1c(SCC(=O)Nc2cccc(S(=O)(=O)N3CCOCC3)c2)nnc1-c1ccncc1 | -0.9 | -3 | -2 | 1.3 | -3 | -5 | -3 | 0.4 | 4 | 0.0 | -1.4
COc1ccc(-n2cnc3sccc3c2=O)cc1 | 0.6 | 1 | 2 | 0.6 | -1 | 2 | 0 | -0.2 | -5 | 0.9 | -1.1
COc1ccccc1CNc1nc(NCc2ccccc2)nc2ccsc12 | / | 5 | -1 | -2.7 | 1 | -1 | -9 | -2.6 | -4 | -3.5 | -1.5
Cc1ccc(C)c(Cn2nnc3c(=O)[nH]c(C4CCCN(C(=O)c5cccs5)C4)nc32)c1 (centres undefined) | 0.9 | -1 | 0 | -0.3 | 0 | -7 | 3 | -0.2 | 1 | 0.8 | -1.0
O=C(Nc1ccc2[nH]ccc2c1)c1cccs1 | -1.2 | -3 | 1 | 11* | -2 | -2 | 8 | 2.4 | 3 | 1.9 | 0.4
Cc1nc(C(=O)NNC(=O)c2ccc(C(F)(F)F)cc2)cs1 | / | 0 | 5 | 0.6 | -2 | -3 | 1 | -0.6 | 6 | -2.1 | -1.1
COC(=O)c1cccc(NC(=O)c2ccc3c(c2)C(=O)N(CC2CCCO2)C3=O)c1 (centres undefined) | -0.1 | 1 | 5 | 0.1 | -6 | -8 | -3 | 0.1 | -1 | -0.8 | -0.8
Cc1ccc([N+](=O)[O-])cc1S(=O)(=O)Nc1ccc(C(=O)N(C)C)cc1 | 0.1 | 0 | -1 | -2.7 | -5 | -1 | -4 | -0.2 | 1 | -2.3 | -1.0
CCC(C(=O)Nc1ccccc1-c1ccccc1)c1ccccc1 (centres undefined) | 0.5 | 2 | 3 | -2.1 | -1 | 2 | -2 | -1.8 | 3 | 0.4 | -0.4
Cc1ccc(NC(=O)CNC(=O)CN2C(=O)c3ccccc3C2=O)cc1 | / | -2 | 1 | 3.5 | -4 | -1 | 0 | 0.2 | -4 | 1.3 | -0.4
COc1cccc(NC(=O)C2C3C=CC(O3)C2C(=O)O)c1 (centres undefined) | -0.5 | 0 | -5 | 0.3 | -1 | -4 | -1 | 0.2 | -2 | -2.0 | -1.5
CCN1CCN(c2ccc(S(=O)(=O)N3CCOCC3)cc2NC(=O)c2ccc(Cl)cc2Cl)CC1 | 1.0 | 0 | 0 | -2.4 | 0 | -2 | 0 | -0.3 | -4 | -2.4 | -0.1
COC(=O)[C@H](CC(C)C)NC(=O)Nc1ccc2c(c1)OCCO2 | -0.5 | 12* | 2 | -5.3 | 5 | 9 | -6 | -1.2 | -3 | -3.3 | -2.5
CCOC(=O)[C@]12CCC=C1N(Cc1ccc(Cl)cc1Cl)C(=O)[C@H](CC(=O)N1CCN(C(=O)c3ccco3)CC1)C2 | / | 4 | -6 | -2.2 | 6 | 1 | -4 | -1.3 | -6 | 0.6 | -1.0
O=C(Nc1cc(C(F)(F)F)ccc1-n1cncn1)c1ccc(F)cc1Cl | -0.2 | 0 | 2 | 0.6 | -1 | -1 | 4 | -0.3 | 3 | -1.3 | -0.5

An excerpt of these results, field by field:
Cc1cc(C)c(C(N)=O)c(SCC(=O)c2cc(C)c(C)cc2C)n1
- DAX1 inh-1 = -1.1
- PLC-gamma1 inh = -5
- MBD2 inh = 2
- hgDAF12 agonist = 0.0
- ADAM17 inh = -2
- PLCb3 inh = -6
- SMARCA2 act = -3
- DAX1 inh-2 = -0.3
- Rev-erbA mod = -7
- hcDAF-12 act = -2.7
- ssDAF12 agonist = -2.0
COc1ccc(CN2CCN(C(=O)c3cccs3)CC2)cc1
- DAX1 inh-1 = -0.9
- PLC-gamma1 inh = 3
- MBD2 inh = 1
- hgDAF12 agonist = 0.9
- ADAM17 inh = 0
- PLCb3 inh = -1
- SMARCA2 act = -1
- DAX1 inh-2 = -1.0
- Rev-erbA mod = 1
- hcDAF-12 act = -1.7
- ssDAF12 agonist = -1.3
